ELG1 repair inh: blocks ELG1-dependent DNA repair in HEK293T cells; 330,000 tested, 2.3% active; HEK293T ELG1-luciferase reporter, luminescence, 16 h; DNA damage induced by 5-fluorouridine; Potency, µM (series often up to 46.1 µM), for the others: at the top dose activity change, negative = inhibition, actives largely listed as inhibitors; also: potency is read from the fitted curve at half-maximal effect; % is scaled to controls: 0 for no effect and ±100 for the full control effect; nearly all actives have a fitted effect of over 55% in size
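Step one: seed 2,000 cells per well. Step two: pin-transfer compound or DMSO alongside 5-fluorouridine. Step three: incubate 16 hr, 37 °C, 5% CO2. Step four: add ONE-Glo, wait 30 min, read luminescence.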
PTAP TSG101 blk: blocks PTAP/TSG101 interaction to inhibit HIV-1 budding; Fluorescence polarization, FITC-PTAP peptide / Tsg101 binding; Potency, µM (series often up to 115 µM), for inactives: at the highest dose activity change, negative = inhibition, most hits filed as inhibitors; 340,000 tested, under 10 active; active = well fitted inhibition curve with a large enough effect in the main read-out, with a control signal flat, not every such curve was filed as active; inconclusive = small, poorly fitted or top-dose-only effect, or effect the other way, or a change in a side signal; inactive = no such curve, though single readings can be large or run the other way; also: potency is read from the fitted curve at half-maximal effect; % of control where 0% means no effect
Target sequence (Q99816 whole entry, looked up): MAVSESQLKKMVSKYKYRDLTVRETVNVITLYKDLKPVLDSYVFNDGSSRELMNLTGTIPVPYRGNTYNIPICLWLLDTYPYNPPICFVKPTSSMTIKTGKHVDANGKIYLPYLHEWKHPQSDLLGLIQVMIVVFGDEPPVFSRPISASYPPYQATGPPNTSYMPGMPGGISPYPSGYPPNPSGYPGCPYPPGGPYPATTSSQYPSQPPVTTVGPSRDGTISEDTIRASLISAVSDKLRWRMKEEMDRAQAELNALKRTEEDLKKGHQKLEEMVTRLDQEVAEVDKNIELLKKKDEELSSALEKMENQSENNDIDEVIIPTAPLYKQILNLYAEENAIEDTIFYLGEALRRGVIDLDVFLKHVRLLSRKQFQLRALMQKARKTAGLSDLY
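Compounds were pin-transferred onto Tsg101 binding domain (10 uM final) in HEPES pH 7.5 buffer, then FITC-PTAP peptide was added at 50 nM final. After 20 min at RT, polarization reported peptide displacement across a qHTS concentration series.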
TCR act: T cell receptor activation; primary human leukocytes, anti-CD3, IL-2 HTRF, 48 h; Potency, µM (top dose mostly 9.22 µM), for the others: at the highest dose activation of IL-2 secretion, hits mostly activators; 330,000 tested, under 10 active; also: % of control where 0% means no effect
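IL-2 release read by HTRF sandwich (Eu cryptate donor, d2 acceptor, 665 nm emission) after 48 hr exposure of primary human leukocytes to compound together with anti-CD3 beads in the absence of co-stimulatory signals.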
Eya2 inh: inhibitors of human Eya2 phosphatase activity | O00167 | recombinant Eya2, OMFP fluorescence dephosphorylation (OMFP is methylfluorescein phosphate) | Potency, µM (doses to about 76.9 µM), for inactives: top-dose activity, negative = inhibition, most hits filed as inhibitors | 330,000 tested, 0.006% active | AID 488837; also: potency is read from the fitted curve at half-maximal effect; % is scaled to controls: 0 for no effect and ±100 for the full control effect
Target sequence (O00167 whole entry, looked up): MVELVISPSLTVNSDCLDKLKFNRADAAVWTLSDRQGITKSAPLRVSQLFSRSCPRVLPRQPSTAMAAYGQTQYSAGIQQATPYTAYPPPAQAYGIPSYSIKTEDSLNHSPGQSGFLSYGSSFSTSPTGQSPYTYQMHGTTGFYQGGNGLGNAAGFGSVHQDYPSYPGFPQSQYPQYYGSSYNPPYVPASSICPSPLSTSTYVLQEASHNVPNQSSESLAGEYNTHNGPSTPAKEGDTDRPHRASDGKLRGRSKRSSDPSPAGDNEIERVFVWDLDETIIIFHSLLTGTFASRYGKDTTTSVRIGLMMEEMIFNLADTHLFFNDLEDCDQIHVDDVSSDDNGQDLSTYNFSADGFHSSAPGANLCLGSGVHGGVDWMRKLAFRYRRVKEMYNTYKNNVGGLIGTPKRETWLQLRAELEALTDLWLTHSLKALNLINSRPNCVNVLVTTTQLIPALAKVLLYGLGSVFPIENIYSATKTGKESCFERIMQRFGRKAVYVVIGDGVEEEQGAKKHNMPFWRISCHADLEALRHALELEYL
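Eya2 (0.2 uM) preincubated 10 min at ambient with compound, then OMFP substrate added at 50 uM; 10 min reaction in 50 mM HEPES pH 7.5, 50 mM NaCl, 5 uM MgCl2, 0.05% BSA, 1 mM DTT. Fluorescence read at Ex 485/Em 525 nm.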
Mito fusion act: mitochondrial division inhibition or fusion activation; S. cerevisiae fusion-defective mutant growth rescue, CellTiterGlo 48 h; 320,000 tested, 0.23% active; Potency, µM (doses to about 46.1 µM), for inactives: at the top dose growth rescue (activation), actives largely listed as activators;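 also: potency is read from the fitted curve at half-maximal effect; % of control where 0% means no effect; nearly all actives have a fitted effect of over 45% in size; temperature-sensitive fusion mutants such as fzo1-1 at 37 °C on non-fermentable ethanol glycerol medium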
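Read-out: ATP-based luminescence (CellTiterGlo, 10 min ambient) reporting growth of fusion-defective ts yeast after 48 hours at 37C on glycerol/ethanol YPEG medium in the presence of compound.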
Tb PFK inh: blocks T. brucei phosphofructokinase. Potency, µM (series often up to 57.5 µM), for the others: at the highest dose activity, negative = inhibition, actives largely listed as inhibitors. T. brucei PFK, ADP-Glo luminescence. 330,000 tested, 0.17% active. O15648;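 also: potency is read from the fitted curve at half-maximal effect; 0% = uninhibited 1x PFK enzyme wells and -100% = no-enzyme wells; nearly all actives have a fitted effect of over 60% in size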
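Luminescent ADP detection (ADP-Glo, two-step: ATP depletion then ADP-to-ATP conversion for luciferase) reported PFK activity after 45 min room-temperature reaction of 1.25 nM enzyme with 0.5 mM F6P and 0.1 mM ATP at pH 8.0.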
a7 integrin act: integrin-mediated muscular dystrophy alleviation activation | alpha7betagal myoblasts, beta-gal FDG fluorescence, 48 h | Potency, µM (top dose mostly 38.3 µM), without a hit: at the top dose activation, hits mostly activators | 350,000 tested, 0.064% active | AID 624291;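 also: potency is read from the fitted curve at half-maximal effect; 100% = response of the positive control SU9516; nearly all actives have a fitted effect of over 60% in size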
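Alpha7betagal+/- myoblasts (passage 13) were plated 16-24 hr, then exposed to compounds (1:260 dilution of DMSO stock) for 48 hours at 37C. After MPER lysis, β-galactosidase reporter activity was read as FDG fluorescence (ex 480/em 540) after 30 minutes.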
ASM inhibitor: human S-ASM enzyme inhibition | placental ASM, HMU-PC fluorogenic substrate, 60 min | Potency, µM (doses to about 57.5 µM), inactives show at the top dose activity change, negative = inhibition, most hits filed as inhibitors | P17405 | 340,000 tested, 0.006% active; also: potency is read from the fitted curve at half-maximal effect
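Human placenta-derived ASM preincubated with compound 10 min at room temperature, then reacted with 9 uM (final) fluorogenic HMU-PC substrate for 60 min at 37 C. Stop solution raises pH to 10; fluorescence read at Ex 386/Em 447 nm.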
TSHR antagonist: antagonists of human thyroid stimulating hormone receptor; P16473; TSHR-expressing cells, TSH-stimulated cAMP HTRF, 2 h; hits give low values; activity change, negative = inhibition, % at 11.5 µM; 330,000 tested, 0.2% active;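 active = activity change below a set negative limit, meaning inhibition stronger than a set level, cut at about -70% in these data; inconclusive = activity change between two set negative limits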; also: % is scaled to controls: 0 for no effect and ±100 for the full control effect
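Inhibition of cAMP made by TSHR-expressing cells under TSH stimulation (4nM final, EC80; 2 h, 37 deg C) is quantified with a one-step lysis HTRF kit, anti-cAMP cryptate versus cAMP-d2.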
AT treatment: potential ataxia-telangiectasia treatments restoring KAP-1 phosphorylation; […] A-T fibroblasts, KAP-1 phosphorylation AlphaLISA; neocarzinostatin DNA damage 30 min before lysis; Potency, µM (highest dose often 57.5 µM), for the others: at the highest dose activation, actives largely listed as activators; 320,000 tested, 0.19% active; AID 485349; also: potency is read from the fitted curve at half-maximal effect; % of control where 0% means no effect; nearly all actives have a fitted effect of over 45% in size
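hTERT-immortalized A-T patient fibroblasts ([…]), 500 cells/well in OPTI-MEM, 1% FBS, got compounds for 60 min, then NCS for 30 min at 37C. Lysates were then assayed for phospho-KAP-1 by AlphaLISA (anti-pKAP1 donor, anti-KAP1 acceptor beads), 6 hr at 25C.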
Chronic BCR inh: inhibitors of chronic active B-cell receptor signaling. 340,000 tested, 0.05% active. Potency, µM (highest dose often 46.1 µM), for inactives: at the highest dose ratio change, negative = lower green/red ratio, most hits filed as inhibitors. AID 493014. ABC-DLBCL IkBa-CBG/CBR reporter, luminescence ratio, 4 h; active = well fitted inhibition curve with a large enough effect in the signal ratio, with a control signal flat, not every such curve was filed as active; inconclusive = small, poorly fitted or top-dose-only effect, or effect the other way, or a change in a side signal; the % refers to the signal ratio;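 also: potency is read from the fitted curve at half-maximal effect; plate controls were basal doxycycline-induced cells for no effect and cells given 10 µM MG132 for full effect; MG132 reads +100%, hits lower the ratio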
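TMD8 human ABC-DLBCL cells with doxycycline-inducible IκBα–green luciferase fusion and unfused red luciferase, in 0.5% FBS medium; compounds up to 46 uM, 4 h at 37C. Green/red luminescence ratio, filter-overlap corrected, fitted to concentration-response curves.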
* hit, by the source's call; ? = inconclusive; / = no result given; [ ] = another dose, or the depositor's remark. Unless noted, calls follow the shape of the dose curve; as a rule, active = well fitted curve in the direction sought with a large enough effect; inconclusive = small, poorly fitted or top-dose-only effect, or another doubt; inactive = no such curve, though single readings can be large; an effect the other way counts as inactive or inconclusive.

SMILES	ELG1 repair inh	PTAP TSG101 blk	TCR act	Eya2 inh	Mito fusion act	Tb PFK inh	a7 integrin act	ASM inhibitor	TSHR antagonist	AT treatment	Chronic BCR inh
Cc1cc([N+](=O)[O-])nn1CCC(=O)NC1CCCCCC1	-1.2%	1.7%	1.4%[46.1 µM]	-0.6%	-5.9%	0.4%	10.2%	2.2%	0.8	2.6%	-9.9%
O=C(Nc1ccccc1-c1ccccc1)c1ccccc1	-7.1%	-0.3%	/	13.5%	2.1%	-1.2%	0.0%	-2.2%	-1.4	2.9%	5.1%
CCOC(=O)c1c(C)nsc1NC(=O)c1ccco1	-13.7%	-0.3%	0.3%	-12.3%	5.2%	-3.3%	18.3%	-15.4%	-11.9	5.5%	-1.4%
COc1ccccc1NC(=S)NC(=O)c1ccc(-c2ccc(Cl)cc2)o1	15.5%	-2.5%	1.6%	8.6%	-3.7%	-0.9%	-17.0%	-13.6%	-14.1	8.4%	-0.1%
CCCOc1ccc(C(=O)C(c2ccccc2)N2CCOCC2)cc1 (stereo not given)	0.2%	-3.0%	0.3%	-37.1%	7.1%	-4.3%	25.0%	0.5%	6.9	-0.1%	20.5%
CNC(=O)Cn1nc(-c2ccc(C)c(S(=O)(=O)N(C)C)c2)c2ccccc2c1=O	-4.2%	-5.4%	0.2%[46.1 µM]	3.7%	6.4%	0.2%	-7.9%	-0.2%	5.5	3.6%	?
COc1cc(NC(=O)C2CC(=O)NC3=C2C(=O)CCC3)cc(OC)c1 (stereo not given)	15.7%	-2.6%	7.2%	10.5%	-0.9%	0.8%	2.9%	-0.8%	5.5	2.3%	-12.1%
CC[C@@H](NS(=O)(=O)c1ccc(C)cc1)C(=O)Oc1ccc2c3c(c(=O)oc2c1)CCC3	3.0%	-3.3%	4.0%[46.1 µM]	-5.5%	2.4%	-3.3%	-12.8%	/	3.4	3.3%	7.2%
Cc1ccc2cc(CN(Cc3ccco3)C(=O)c3ccco3)c3nnnn3c2c1	-7.5%	1.1%	3.2%	3.0%	16.7%	-4.5%	-37.8%	-0.7%	-6.9	-2.6%	-0.9%
CCN1C(=O)c2cccc3c(NC(=O)c4ccc(S(=O)(=O)N(C)C)cc4)ccc1c23	9.1%	1.3%	-0.2%	5.1%	4.5%	-0.2%	12.6%	-5.4%	6.7	-4.6%	?
Cc1ccc(N=Nc2c(N)[nH]n3c(=O)c4c(nc23)CCCC4)cc1	-0.3%	/	/	-8.1%	0.7%	0.3%	/	/	7.1	4.0%	1.4%
CCCCN1CC(=O)N2[C@H]3c4cc(Cl)ccc4OC[C@@H]3[C@H](C(=O)OCC)[C@]2(C)C1=O	3.5%	/	12.1%	3.5%	3.3%	4.5%	13.9%	-4.3%	-6.8	-5.4%	?
Cn1nccc1C(=O)NCCN1C(=O)OC(C)(C)C1(C)O (stereo not given)	20.1%	-1.0%	3.6%	5.2%	-2.4%	-1.0%	4.0%	4.0%	-3.7	1.1%	2.3%
CC(=O)NC1CCC(C(=O)O)(c2ccccc2)C1 (stereo not given)	6.1%	-2.3%	-17.5%	12.2%	-1.6%	0.2%	-0.7%	3.3%	-1.2	3.5%	6.3%
CCOC(=O)[C@@H]1[C@H]2COc3ccccc3[C@@H]2N2C(=O)N(c3ccc(C)cc3)C(=O)[C@]12C	?	-2.9%	6.1%	6.4%	4.6%	-0.5%	3.2%	0.6%	2.5	3.5%	3.0%
CCCCn1c(N)c(N(CCC(C)C)C(=O)c2ccccc2-n2cnnn2)c(=O)[nH]c1=O	7.9%	-0.9%	-3.1%	1.8%	7.1%	-0.6%	7.0%	0.3%	-1.5	-1.1%	-1.3%
O=C(CN1C(=O)NC2(CCCCCC2)C1=O)c1cccs1	26.5%	-2.0%	-4.9%	-11.2%	6.3%	0.6%	1.7%	-2.4%	1.9	-3.4%	10.3%
Cc1ccc(CSc2nncn2-c2ccccn2)cc1	-6.7%	0.7%	9.6%[46.1 µM]	-19.6%	-0.8%	3.2%	20.1%	1.1%	-16.1	-2.8%	0.8%
CCc1ccc(NC(=O)c2cc3c(C)nc4ccccc4c3o2)cc1	?	-0.7%	-4.5%	-3.9%	1.8%	-2.1%	-51.5%[inhibitor]	?	-6.4	2.9%	-0.2%
COc1ccc(OC)c(S(=O)(=O)N2C(C)CCCC2C)c1 (stereo not given)	-21.1%	-1.8%	-6.3%	-4.0%	0.1%	-0.7%	-5.6%	0.2%	-8.9	1.9%	3.1%
CC1(c2ccc(Cl)cc2)NC(=O)N(CC(=O)Nc2ccc(F)cc2)C1=O (stereo not given)	-3.3%	-0.8%	-1.0%	4.1%	2.6%	-4.0%	-15.7%	21.6%	32.3	4.7%	?
O=c1ccc(Br)c[nH]1	-13.5%	-9.9%	-7.5%	6.2%	-0.1%	-8.3%	20.1%	3.2%	12.0	-2.6%	-3.0%
COc1ccc(NC(C)=O)cc1S(=O)(=O)N1CCN(C/C=C/c2ccccc2)CC1	0.5%	-4.7%	-6.2%	3.4%	-1.7%	-1.8%	-34.0%	4.9%	1.0	1.4%	?
Cc1cc(C)c2cccc(NC(=S)NC(=O)c3ccccc3)c2n1	?	0.1%	8.8%	29.8%	-1.0%	-2.0%	-0.3%	-9.7%	5.0	-1.2%	?
CCC(CO)NCCNC(CC)CO (stereo not given)	7.7%	1.6%	0.4%	1.7%	13.8%[0.369 µM]	-10.3%	/	0.4%	10.9	-2.7%	-0.4%
COc1ccc(-c2sc(C(=O)c3ccc(Cl)cc3Cl)cc2CC(=O)O)cc1	-28.8%	-1.2%	12.3%	-5.7%	20.0%	-0.2%	-10.8%	79.4%[activator]	-11.0	4.4%	-0.7%
COc1ccc2c(C#N)c3ccccn3c2c1	?	?	-2.7%	-1.0%	8.0%	-0.1%	5.2%	197.3%[activator]	8.4	16.3%	10.3%
O=C(O)C(c1ccccc1)N1C(=O)/C(=C\c2ccc(O)c(O)c2)SC1=S (stereo not given)	1.1%	-0.5%	11.9%	12.1%	-10.2%	?	-4.0%	0.6%	-2.9	-14.3%	12.5%
CC(O)CNc1nc2c(c(=O)n(C)c(=O)n2C)n1Cc1cccc(Br)c1 (stereo not given)	0.0%	-1.6%	1.1%	5.7%	7.0%	-0.6%	-29.0%	4.4%	-11.9	0.6%	?
Cc1ccsc1/C=N/NC(=O)C(O)c1ccccc1 (stereo not given)	21.0%	-2.2%	11.1%	8.3%	-0.3%	3.4%	26.7%	1.8%	-5.9	4.7%	0.9%
CCC(COC(=O)Nc1ccccc1)NC(=O)OC(C)C (stereo not given)	?	1.0%	-3.8%	8.3%	1.5%	0.3%	6.1%	1.1%	2.1	6.3%	1.1%
CC1(C)CC(C)(c2ccc(O)cc2O)N(c2cccc(Cl)c2)C(=S)N1 (stereo not given)	-0.9%	-6.6%	4.5%[46.1 µM]	6.0%	-3.3%	-0.9%	-1.0%	-1.8%	-10.6	-7.1%	?
CCC1CCCCN1S(=O)(=O)c1ccc(NC(=O)c2ccncc2)cc1 (stereo not given)	5.17µM*	/	1.9%	-4.6%	12.3%	-5.1%	-40.1%	-2.1%	-12.2	20.4%	?
CC(=O)Nc1c(O)n(C)c2ccccc12	5.0%	-8.4%	/	4.2%	-2.0%	-1.8%	-10.7%	2.8%	1.8	-4.1%	4.8%
CCn1cc(C(=O)NCc2ccc3c(c2)OCO3)c(=O)c2cc(S(=O)(=O)N(C)C)ccc21	16.4µM*	-3.5%	-3.4%	1.4%	-1.6%	-3.8%	29.6%	/	-8.7	-12.5%	0.2%

Assay outcomes: PubChem BioAssay, National Center for Advancing Translational Sciences (NCATS)

Rows were taken by chance; about 3.2% have a hit in one of these screens.
